# Anthrax LF prot – Bacillus anthracis LF protease inhibitors, primary screen, biochemical, multiplex microsphere, MLPCN library. multiplex microsphere protease cleavage assay. hit rate 0.12% among 360,000. inhibition, % at 10 µM. Lethal factor (Bacillus anthracis), P15917; also: plate controls were buffer without enzyme for full effect and enzyme alone for no effect
# Target sequence (P15917 whole entry, looked up): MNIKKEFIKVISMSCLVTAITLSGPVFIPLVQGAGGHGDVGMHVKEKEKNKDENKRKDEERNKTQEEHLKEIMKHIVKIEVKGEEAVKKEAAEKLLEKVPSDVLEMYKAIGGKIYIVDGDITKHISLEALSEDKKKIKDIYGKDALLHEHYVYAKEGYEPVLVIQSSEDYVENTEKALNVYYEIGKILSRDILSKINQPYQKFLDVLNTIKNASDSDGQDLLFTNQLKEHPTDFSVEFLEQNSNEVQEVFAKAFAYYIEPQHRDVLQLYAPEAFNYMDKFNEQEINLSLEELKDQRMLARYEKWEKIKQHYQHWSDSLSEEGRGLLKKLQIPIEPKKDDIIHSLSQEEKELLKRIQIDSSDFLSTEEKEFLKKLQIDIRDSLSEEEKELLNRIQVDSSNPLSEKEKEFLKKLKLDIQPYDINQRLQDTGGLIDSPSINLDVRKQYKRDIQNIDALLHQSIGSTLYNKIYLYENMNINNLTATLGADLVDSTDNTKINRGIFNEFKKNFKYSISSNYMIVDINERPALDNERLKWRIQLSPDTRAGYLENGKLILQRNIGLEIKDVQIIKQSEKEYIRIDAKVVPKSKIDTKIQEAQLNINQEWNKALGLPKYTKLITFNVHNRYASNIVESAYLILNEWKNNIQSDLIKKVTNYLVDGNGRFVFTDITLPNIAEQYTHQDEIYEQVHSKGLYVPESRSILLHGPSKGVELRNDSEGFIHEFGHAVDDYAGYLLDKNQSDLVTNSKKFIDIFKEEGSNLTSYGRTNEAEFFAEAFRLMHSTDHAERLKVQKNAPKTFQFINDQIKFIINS
# Vc quorum ag – inducers of Vibrio cholerae quorum light production without autoinducers, primary screen, BH1578 luxS cqsA deficient, single point | V. cholerae BH1578 lux reporter, luminescence, 6 h | activation, % at 18.7 µM | hit rate 0.16% among 350,000 | AID 588436, 2011; in the data active = activation mostly above about 9.7%, no sharp cut-off; inconclusive = no clear call, values can overlap the other calls; inactive = mostly below about 3.7%; also: not every result past the cut was called active; inactives centre near 0; reference of the scale not given here
# SARS 3CLpro inh – SARS-CoV 3CLpro protease inhibitors, primary screen, biochemical, quenched FRET | Replicase polyprotein 1ab (Severe acute respiratory syndrome coronavirus), P0C6X7 | recombinant SARS-CoV 3CLpro, quenched FRET peptide cleavage | inhibition, % at 6 µM | hit rate 0.14% among 290,000 | AID 1706, 2009; in the data active = inhibition above about 12%
# CCHF vOTU inh – CCHFV vOTU protease inhibitors, primary screen, biochemical, Pep-AMC substrate, fluorescence | Crimean-Congo hemorrhagic fever virus L polyprotein viral ovarian tumor (vOTU) protease … | inhibition, % at 11.5 µM | hit rate 0.55% among 370,000; in the data active = inhibition above about 30%; also: 0% = vehicle wells with enzyme and 100% = no enzyme wells
# BoNT-A LC inh2 – BoNT/A light chain protease inhibitors, primary screen, biochemical, flow cytometry, MLPCN library; Botulinum neurotoxin type A light chain protease (Clostridium botulinum A str. ATCC 3502); multiplex microsphere protease substrate cleavage; inhibition, % at 10 µM; hit rate 0.17% among 360,000; also: plate controls were buffer without enzyme for full effect and enzyme alone for no effect
# VHR inh abs – VHR1 phosphatase inhibitors, primary screen, biochemical, absorbance, uHTS | Dual specificity protein phosphatase 3 (Homo sapiens), P51452 | hit rate 0.52% among 290,000 | inhibition, % at 13.3 µM | recombinant VHR phosphatase, pNPP absorbance; in the data active = inhibition above about 50%; also: some compounds called inactive have numbers as strong as hits
# Target sequence (P51452 whole entry, looked up): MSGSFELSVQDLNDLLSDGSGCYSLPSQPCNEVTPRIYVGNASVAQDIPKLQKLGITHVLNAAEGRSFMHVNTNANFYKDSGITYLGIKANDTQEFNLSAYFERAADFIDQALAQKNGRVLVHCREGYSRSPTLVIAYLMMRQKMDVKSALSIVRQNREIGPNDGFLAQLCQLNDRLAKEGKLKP
# PriA SSB inh – inhibitors of Klebsiella pneumoniae PriA binding to SSB C-terminal tail, primary screen, biochemical, AlphaScreen; hit rate 0.6% among 430,000; AID 1272365, 2023; AlphaScreen SSBct-PriA binding, biotinylated peptide; inhibition, % at 33 µM; PriA–SSB C-terminal tail interaction (Klebsiella pneumoniae); in the data active = inhibition mostly above about 37%, no sharp cut-off; inactive = mostly below about 20%;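 also: plate controls were negative control peptide for no effect and reference peptide for full effect; strong numbers were not always called active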
# Yp Topo-I inh – Yersinia pestis topoisomerase I inhibitors, primary screen, biochemical, cleavage product accumulation, plate reader, single point | activity, % at 10 µM | Y. pestis Topo-I cleavage product accumulation | hit rate 0.064% among 360,000 | AID 504884, 2011 | DNA topoisomerase I (Yersinia pestis CO92); in the data active = activity above about 50%, passing the limit was not always enough; inconclusive = no clear call, values can overlap the other calls; also: inactives centre near 2
# TcdB inh – TcdB glycohydrolase inhibitors, primary screen, biochemical, single point, plate reader | Toxin B (Clostridioides difficile), P18177 | TcdB glycohydrolase enzymatic assay | inhibition, % at 9.99 µM | hit rate 0.24% among 350,000 | AID 652162, 2013; in the data active = inhibition above about 10%
# PfHsp40 rescue – rescue of yeast from PfHsp40 toxicity, primary screen, S. cerevisiae, ATP luminescence; S. cerevisiae expressing PfHsp40, growth rescue; growth rescue, % at 12.5 µM; hit rate 0.68% among 340,000; in the data active = growth rescue above about 28%, passing the limit was not always enough; inconclusive = no clear call, values can overlap the other calls;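 also: yeast W303a lacking pdr1 and pdr3 grown in galactose medium; growth measured after three days at 30 °C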
# The depositor's hits bear a star; i = inactive; ? = inconclusive; · = no result given; & = joins results of further samples. Rule as the data show it, unless noted: active = inhibition above about 30%; inconclusive = no clear call, values can overlap the other calls; inactive = below that. An excerpt; rates above refer to the full screens.
SMILES,Anthrax LF prot,Vc quorum ag,SARS 3CLpro inh,CCHF vOTU inh,BoNT-A LC inh2,VHR inh abs,PriA SSB inh,Yp Topo-I inh,TcdB inh,PfHsp40 rescue
CC(C)c1ccc(NC(=O)N2CCc3ccccc3C2)cc1,0,-0.1,5,5,0.6,16,-8,10,2.0,12
COc1ccccc1N1CCN(C(=O)c2ccc(N(C)S(=O)(=O)c3ccccc3)cc2)CC1,-2,-0.2,-2,1,-0.6,7,-9,33,3.2,0.7
CCOc1ccc(CCNC(=O)COC(=O)CNS(=O)(=O)c2ccc(C)cc2)cc1OCC,-1,-0.7,·,-5,0.4,·,2,7,2.2,0.2
O=C(O)c1ccc2c(=O)[nH]c(CN3CCOCC3)nc2c1,-2,5.9,1,5,0.2,2,-1,-7,·,-0.4
CCCn1c(SCC(=O)NC2CCCc3ccccc32)n[nH]c1=O (stereo unspecified),0,-0.6,-3,-2,-0.2,6,-11,5,1.7,-0.6
CN1C(=O)[C@@H]2[C@H](C1=O)[C@@H]1C(=O)Nc3ccccc3C(=O)N1[C@@H]2c1ccc(F)cc1,4,-0.4,2,-2,-0.7,1,1,0,0.3,-1.0
C[C@@H]1[C@H]2CCCC[C@H]2CN(C(=O)OC(C)(C)C)[C@@H]1c1cn(Cc2ccccc2)c2ccc(F)cc12,-5,i,·,8,-0.5,·,-5,2,0.3,-1.2
N#CC(C#N)=C1NC2(CCCC2)Cc2ccccc21,-2,-0.1,2,1,-1.2,-7,13,-6,-0.9,-0.3
CCc1nc2ccc(C(=O)NCCN3CCNC3=O)cn2c1N(CCC(C)C)CCN(C)C,-5,-0.7,·,5,-0.5,·,·,-5,0.0,·
CN(C)CCC1CCN(c2cc(C#N)c(C#N)cc2[N+](=O)[O-])CC1,-8,3.3,0,4,0.1,16,1,1,0.2,-0.1
COc1ccc(Cl)cc1S(=O)(=O)NC(C)C(=O)NCCCn1ccnc1 (stereo unspecified),5,14,·,-2,7.5,·,3,4,0.8,0.9
O=C(NCc1nc2ncc(Br)cc2[nH]1)c1ccccc1,0,i,0,9,-0.4,10,-6,-2,·,-0.4
COc1ccc(N2CCN(CC(O)COC(c3ccccc3)c3ccccc3)CC2)cc1 (stereo unspecified),5,i,-2,11,-2.7,39,35,10,0.3,-1.1
COc1ccc2c(c1)O[C@H](c1ccc3c(c1)OCO3)[C@@H](O)C2=O,-8,1.5,0,·,0.1,8,-8,11,·,?
CCOc1ccc(C2/C(=C(\O)c3ccc4c(c3)OCCO4)C(=O)C(=O)N2CCCN2CCOCC2)cc1 (stereo unspecified),-2,i,6,24,0.2,15,·,6,2.0,-1.2
CCN(CC)C(=O)[C@H]1CC(CC(=O)NCCCOC)C(=O)N2CCc3c([nH]c4ccccc34)[C@]12C (stereo partly specified),-8,i,·,22,-0.5,·,-4,-1,-10,-0.8
Cn1c(=O)n(C)c2cc(S(=O)(=O)NCc3ccccc3)ccc21,-5,·,-4,0,0.2,10,-22,-11,·,-1.2
Fc1ccc(CNc2nc(-c3ccccc3)nc3ccccc23)cc1,-2,i,-6,8,0.1,18,-9,-12,0.3,2.0
Cc1cc(OCc2nn[nH]n2)c2c3c(c(=O)oc2c1)CCCC3,-6,-0.2,4,-32,-0.1,44,-6,-4,·,1.0
O=C(COC(=O)/C=C/c1cccs1)Nc1ccccc1Cl,-8,-0.4,0,14,-2.8,13,-5,5,-2.0,-0.4
O=C(Nc1ccccc1N1CCOCC1)c1ccc([N+](=O)[O-])s1,-13,i,·,3,-0.7,·,16,-4,1.1,8.5
C=CCn1c(SCC(=O)N2CCN(CCO)CC2)nc2sc3c(c2c1=O)CCC3,-1,-3.2,2,0,0.9,6,-10,9,0.0,-0.4
CCC(C)c1ccc2oc(-c3ccc(NC(=O)Cn4cnc5c(=O)n(C)c(=O)n(C)c54)cc3)nc2c1 (stereo unspecified),-10,i,-3,-11,0.1,-5,-5,-3,·,-1.1
CCNCc1cc(Cl)c(OCc2ccccc2)c(OCC)c1,-2,-1.6,0,-2,-0.7,19,-15,-5,0.4,-1.0
Cc1nnc(SCC(=O)N2CCOCC2)s1,-1,i,1,-5,?,-5,-10,-1,0.8,1.0
Cc1noc(C)c1-c1ccc(C(=O)Nc2ccc(C(C)C)cc2)c2occc12,-1,0.3,·,21,2.6,·,·,-8,-0.2,·
CC1(C)C(=O)Nc2ccccc2N1C(=O)CSc1nnc2ccccn12,0,-0.8,-6,5,-0.8,0,-14,2,-0.3,-0.9
COc1ccccc1/C=C/C(=O)N1CCC(c2ccccc2)C1 (stereo unspecified),0,-0.2,1,1,-0.5,-7,-12,19,-0.6,1.4
CC(OC(=O)c1cccc(S(=O)(=O)N2CCOCC2)c1)C(=O)NCC1CCCCC1 (stereo unspecified),-4,-7.6,·,-1,-0.4,·,·,3,0.2,·
CN1CCN(c2ccc(C(=O)NC3CCCCC3)cc2[N+](=O)[O-])CC1,-1,-0.2,9,10,0.1,19,-1,-2,3.1,0.3
CCOC(=O)Cc1csc(NC(=O)CCCN2C(=O)c3ccccc3C2=O)n1,3,i,-4,-8,-0.1,27,-18,12,·,-1.1
CN(C)[C@H]1CCN([C@H]2CS(=O)(=O)N[C@@H]2COCc2ccccc2)C1,-4,·,·,-3,0.3,·,·,·,0.7,·
Cc1ccc(C)c(NC(=O)CSc2nnc(C)c(=O)n2N)c1,-1,-0.1,-7,1,-1.1,-6,-8,-3,·,0.2
COc1cc(NC(C)=O)ccc1-c1cc2ccccc2oc1=O,3,-0.3,3,-9,-0.6,-14,1,6,-0.3,0.3
CC(=O)C1C(c2ccc(O)cc2)NC(=O)NC1(O)C(F)(F)F (stereo unspecified),-1,-0.2,·,10,-0.4,22,-4,4,-6.8,-0.4
O=C(C[C@H]1C/C=C\C[C@H](Cc2ccc(F)cc2)C(=O)O[C@@H](c2ccccc2)CNC1=O)NCCO,4,i,·,-8,-0.7,·,-9,24,0.9,-1.3
N#Cc1c2ncn(CC(=O)c3ccc(Br)cc3)c(=O)c2c2n1CCC2,-15,-1.0,-1,9,0.7,25,-11,-5,·,0.9
O=C(Nc1cc([N+](=O)[O-])ccc1O)c1cccc(NC(=O)c2ccco2)c1,6,-0.2,2,6,1.9,-22,-3,-1,0.7,2.6
CC(=O)c1cccc(NC(=O)Cn2cnc(S(=O)(=O)N3CCOCC3)c2)c1,-2,-0.4,2,·,0.5,8,-12,-8,·,0.5
Cc1ncc(S(=O)(=O)c2ccccc2)c(-c2ccccc2Cl)n1,-5,-0.4,1,2,-0.7,-23,-3,4,·,-1.2

# Some of the entries so far, with two lines to a compound:
# Below each compound: Anthrax LF prot, Vc quorum ag, SARS 3CLpro inh, CCHF vOTU inh, BoNT-A LC inh2, VHR inh abs, PriA SSB inh, Yp Topo-I inh, TcdB inh, PfHsp40 rescue
> CCOC(=O)Cc1csc(NC(=O)CCCN2C(=O)c3ccccc3C2=O)n1
 : 3, i, -4, -8, -0.1, 27, -18, 12, ·, -1.1
> O=C(Nc1ccccc1N1CCOCC1)c1ccc([N+](=O)[O-])s1
 : -13, i, ·, 3, -0.7, ·, 16, -4, 1.1, 8.5
> O=C(Nc1cc([N+](=O)[O-])ccc1O)c1cccc(NC(=O)c2ccco2)c1
 : 6, -0.2, 2, 6, 1.9, -22, -3, -1, 0.7, 2.6

# Remaining list, next part.
SMILES,Anthrax LF prot,Vc quorum ag,SARS 3CLpro inh,CCHF vOTU inh,BoNT-A LC inh2,VHR inh abs,PriA SSB inh,Yp Topo-I inh,TcdB inh,PfHsp40 rescue
COc1cc(C(N)=O)ccc1OCc1ccccc1,-2,5.9,0,30*,-0.1,18,-16,6,·,-0.9
COc1ccc(CNC(=O)COC(=O)CNC(=O)c2sc3ccccc3c2Cl)cc1OC,-11,-0.8,·,-1,-0.4,·,-5,-2,2.2,-0.5
CC(=O)NC(Cc1ccc(C(C)C)cc1)C(=O)NC1CCN(C(=O)c2cccc(C)c2)CC1 (stereo unspecified),-8,0.7,1,13,0.6,25,-18,30,2.5,-0.8
CCOC(=O)c1cnc2c(OC)cccc2c1N1CCN(c2ccc(OC)cc2)CC1,-2,0.4,-5,10,-0.7,-5,6,-1,·,0.6
Cc1nc2ccc(NC(=S)NCc3ccccc3)cc2nc1C,2,i,5,-8,0.8,5,-8,1,-0.9,0.4
CCc1nc2ccc(C(=O)N3CCN(C(C)=O)CC3)cn2c1N(C)C(=O)c1cccc(OC)c1,-6,-0.4,·,3,0.0,·,·,2,-1.0,·
COc1ccc(C(=O)N2CCN(Cc3ccc(OC)c(OC)c3)CC2)cc1,17,-0.1,-3,2,3.7,6,-20,-1,1.3,0.2
Cc1cc(NC(=O)CN(C)S(=O)(=O)c2cccc(Cl)c2)no1,-1,-0.3,2,-1,-0.7,6,-2,3,2.0,0.4
CC(C)Cc1c2c([nH]c(=S)c1C#N)CCCC2,-3,-0.2,4,-11,1.4,24,-6,9,·,7.6
Cc1ccc(OCC(=O)N2CCN(Cc3ccc4c(c3)OCO4)CC2)cc1C,-3,i,-3,-2,0.5,14,-16,37,1.5,1.6
C=CCSc1nnc(NC(=O)CSCc2c(C)noc2C)s1,4,·,·,18,0.4,·,-15,0,0.6,20
CCCCn1cnc2c(SCc3ccc([N+](=O)[O-])cc3)nc(N)nc21,1,-1.0,·,10,-0.1,·,-10,0,-0.1,-0.2
Cc1nc(Cl)c(C(=O)NC(C)(C)C)c(C)c1Cl,-2,i,5,8,0.0,7,0,0,·,-0.6
CCOc1ccc(Cc2noc3c2C(=O)CCC3)cc1OCC,2,-3.3,-6,-11,-0.7,8,-2,1,-0.3,-0.8
O=C(COC(=O)COc1ccc(Cl)cc1)NCc1ccc2c(c1)OCO2,-4,i,·,-4,-0.4,·,-10,5,0.3,-0.8
Cc1nc2ccc(C(=O)OCc3nnc(-c4ccccc4)o3)cc2nc1C,-3,i,2,-4,2.1,25,-6,20,0.6,0.4
O=C(CCn1c(=O)oc2ccccc21)NCCCN1CCCC1=O,-2,-0.1,0,-3,0.3,-13,-13,6,0.4,-2.7
CN1CCCN(C(=O)c2cc(-c3cccc4ccccc34)nc3ccccc23)CC1,-7,-0.1,4,7,-0.5,-8,7,6,0.1,-0.5
O=C(O)c1cc(N2C(=O)C3CCCCC3C2=O)ccc1NCc1cccnc1 (stereo unspecified),-4,i,1,9,0.1,21,-22,2,-3.4,-0.7
CCOc1ccc(C2C(C#N)=C(N)Oc3nc[nH]c(=O)c32)cc1OC (stereo unspecified),-1,-0.3,-2,1,0.8,3,-4,5,·,2.8
CCC(NC(=O)NC1CCCCC1)c1ccccc1 (stereo unspecified),-2,-0.3,-1,16,-0.6,13,-6,0,1.2,1.2
CCn1cc(CNC(=O)c2cccc([N+](=O)[O-])c2)cn1,1,-0.2,2,-16,0.0,-7,-2,-7,0.3,-0.7
Cc1cccc(NC(=O)C(C)Sc2ncnc3sccc23)c1 (stereo unspecified),0,i,·,7,0.0,·,·,0,0.6,·
Cn1c(N2CCOCC2)c(/C=N/OC(=O)c2cccnc2Cl)c2ccccc21,-2,-0.3,1,4,0.5,1,·,-11,-8.3,2.4
CCOC(=O)N1CCN(C(=O)Nc2cccc(Cl)c2)CC1,-2,i,7,-13,3.8,2,-4&-8,-2,·,-0.2
